KLF5 inh = suppresses KLF5 promoter-driven expression. actives 0.23% (n = 290,000). DLD-1 KLF5 promoter-luciferase reporter, luminescence. inhibition, % at 5 µM;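 active = inhibition above a per-plate limit of that plate's mean compound inhibition plus 3 SD, cut at about 60% in these data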;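 note: 0% = DMSO wells and 100% = LY294002 at 200 µM; higher means less KLF5 promoter-driven luciferase light; inactives centre near -14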
MrgX1 antagonist = human MrgX1 receptor antagonism, primary screen. B-score at 10 µM. MRGX1-HEK293 calcium flux, Fluo-4, BAM8-22 antagonism; stronger effect = lower value. actives 1.3% (n = 310,000). Q96LB2;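 active = calcium-response B-score plate-corrected more than 3 library SD below zero, starting fluorescence within 5 deviations, no agonist response on first addition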;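 note: peak minus trough fluorescence over baseline after final BAM8-22 challenge near maximal dose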
Target sequence (Q96LB2 whole entry, looked up): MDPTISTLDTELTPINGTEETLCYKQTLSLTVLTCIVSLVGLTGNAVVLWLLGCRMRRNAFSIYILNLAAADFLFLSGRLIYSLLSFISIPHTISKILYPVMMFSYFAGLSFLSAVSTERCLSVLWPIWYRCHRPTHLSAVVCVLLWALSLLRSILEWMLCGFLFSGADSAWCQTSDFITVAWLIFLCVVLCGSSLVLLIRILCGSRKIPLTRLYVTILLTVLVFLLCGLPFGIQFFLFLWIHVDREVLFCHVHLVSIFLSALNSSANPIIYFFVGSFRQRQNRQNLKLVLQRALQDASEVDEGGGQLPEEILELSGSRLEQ
HIF act = HIF pathway transcriptional activation | U2OS HRE-luciferase reporter, luminescence; normalized: DMSO 0%, desferrioxamine 100% | activation, % at 7.5 µM (by protocol) | actives 0.32% (n = 300,000) | AID 1910;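 active = mean activation of at least 10% of the iron chelator positive control signal, with at least half of replicates also reaching 10%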
TRPC4 agonist = opens the mouse TRPC4 cation channel; Q9QUQ5; HEK293 TRPC4beta/mu-opioid, Fluo4 calcium fluorescence; stronger effect = higher value; B-score at 10 µM; actives 0.49% (n = 310,000);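 active = B-score above 5 SD of library B-scores, and initial fluorescence ratio not above library mean plus 5 SD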;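 note: positive B-score marks a calcium rise read as TRPC4 activation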
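system = HEK293 cells stably co-expressing mouse TRPC4beta and mu-opioid receptor | schedule = Fluo4 dye loading 45 min at room temperature, 110 s recording | measure = B-scored integrated calcium fluorescence ratio | signal = Fluo4 calcium-sensitive dye fluorescence, kinetic, 1 Hz baseline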
TRPC6 activator = activates the mouse TRPC6 cation channel; AID 2550; B-score at 10 µM; actives 0.13% (n = 310,000); Q61143; HEK293-TRPC6 membrane potential dye fluorescence; stronger effect = higher value;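 active = B-score of the integrated fluorescence ratio above library mean plus 3 SD, and starting fluorescence ratio within library mean plus 5 SD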;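 note: higher score means more depolarization so channel activation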
TRPC4 PAM = TRPC4 (mouse) allosteric potentiation. Q9QUQ5. HEK293 TRPC4beta/mu-opioid, DAMGO EC20, Fluo-4 Ca2+ flux; stronger effect = higher value. B-score at 10 µM. actives 0.42% (n = 310,000);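 active = B-score of calcium response area above 5 SD of library B-scores, with initial fluorescence ratio within 5 SD of library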;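 note: B-score of integrated fluorescence ratio over time as area under calcium response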
TRPC4 block = TRPC4 (mouse) channel inhibition; Q9QUQ5; HEK293 TRPC4beta/mu-opioid, DAMGO-evoked Fluo4 calcium flux; stronger effect = lower value; B-score at 10 µM; actives 0.39% (n = 300,000);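 active = B-score over 3 SD under the library average, no early fluorescence shift, positive overall ratio signal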
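material = TRPC4beta/mu-opioid receptor HEK293 cell line | probe or stimulus = sequential submaximal and maximal DAMGO stimulation | compound dosing = one concentration per compound | measured by = Fluo4 Ca2+ flux fluorescence | evaluation = integrated fluorescence ratio relative to baseline, converted to per-well B score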
IEC-6 tox = IEC-6 cytotoxicity, counter-screen for KLF5 inhibitors. luminescence viability. inhibition, % at 5 µM. actives 0.78% (n = 290,000). AID 1825; in the data active = inhibition above about 22%;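 note: 0% = plate median of test compound wells and 100% = cytotoxic reference compound wells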
SKKanGAS inh = inhibitors of SKKanGAS S. pyogenes growth in kanamycin (SK-promoter or general growth effect); AID 1662; actives 1.3% (n = 300,000); BacTiter-Glo, 6 h; inhibition, % at 7.5 µM;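 active = mean replicate score, as percent of positive control median, at least 50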;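 note: strain carries kanamycin resistance gene driven by streptokinase promoter and grows in 40 µg/ml kanamycin; loss of luminescence reflects streptokinase promoter inhibition or plain growth inhibition; 0% = median of DMSO wells and 100% = positive control at its reference dose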
aSyn 5UTR inh = 5' untranslated region of α-synuclein, MLPCN primary screen; alpha-synuclein 5'UTR reporter, inhibitor activity; actives 0.82% (n = 300,000); AID 1813; inhibition, % (tested at 7.5 µM); in the data active = inhibition above about 60%;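 note: H4 neuroglioblastoma cells stably carrying SNCA 5'UTR luciferase fusion; 0% = DMSO wells and 100% = positive control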
TRPC6 inh = inhibitors of mouse TRPC6 channel | B-score at 10 µM | actives 1.1% (n = 310,000) | HEK293-TRPC6, membrane potential dye, ACh-evoked depolarization; stronger effect = lower value | Q61143;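 active = B-score under library mean minus 3 SD, initial fluorescence not abnormally high, positive integrated signal ratio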;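 note: B-score derived from integrated fluorescence ratio over the kinetic read; more negative B-score means stronger inhibition of depolarization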
* = called active by the depositor; i = inactive; . = no result given.

SMILES | KLF5 inh | MrgX1 antagonist | HIF act | TRPC4 agonist | TRPC6 activator | TRPC4 PAM | TRPC4 block | IEC-6 tox | SKKanGAS inh | aSyn 5UTR inh | TRPC6 inh
c1ccc(NCc2nc3ccccc3n2CCOc2ccccc2)cc1 | -16 | i | 1.4 | i | i | i | i | 4 | 11 | -18 | i
COc1ccc(-n2nc(C(=O)NCC(=O)Nc3cccc(NC(C)=O)c3)c3ccccc3c2=O)cc1 | -22 | i | -0.5 | i | i | i | i | -4 | 1 | -5 | i
COc1ccc(N2CCN(c3ccc([N+](=O)[O-])nc3)CC2)cc1 | -42 | i | -0.7 | i | i | i | i | -12 | 1 | 9 | i
CC(=O)Nc1ccc(NC(=O)c2cc(=O)c3ccccc3o2)cc1 | -1 | i | 0.6 | i | i | i | i | -5 | 7 | 1 | i
CC1(C)Cc2c(C#N)c(SCC(=O)O)nc(N3CCOCC3)c2CO1 | . | i | -0.2 | i | i | i | i | . | -2 | 18 | i
CCOc1ccc(N=C2NC(=O)C(CC(=O)Nc3ccc(OC)cc3)S2)cc1 (stereo not drawn) | -8 | i | 0.0 | i | i | i | i | -8 | 5 | 13 | i
CCN(Cc1ccc(OC)c(F)c1)C(=O)c1cc2ccccc2o1 | -49 | i | -1.2 | i | i | i | i | 0 | 0 | -13 | i
Cc1ccc2c(C)c(C(=O)N3CCN(c4ncccn4)CC3)oc2c1C | -23 | . | 0.4 | i | i | i | i | 1 | 19 | 1 | i
Cc1ccc(Nc2nc(CSc3nnnn3-c3ccccc3)cs2)cc1 | -3 | i | 1.1 | i | i | i | i | -5 | 23 | 7 | i
COc1oc(-c2ccc(Cl)cc2)nc1C(F)(F)F | -8 | i | -0.5 | i | i | i | i | 2 | 4 | -1 | i
CSc1ccc(S(=O)(=O)NC2CC2)cc1 | -12 | i | -3.3 | i | i | i | i | 4 | 0 | 10 | i
O=S1(=O)N[C@H](c2ccccc2)C[C@H](c2ccc(C(F)(F)F)cc2)O1 | -29 | i | -0.2 | i | i | i | i | -1 | 6 | -15 | i
Cc1ccc2nc3c(cc(C(=O)NCC4CCCO4)c(=N)n3C3CCCC3)c(=O)n2c1 (stereo not drawn) | 3 | i | -0.8 | i | i | i | i | 4 | -2 | 6 | i
CC(C)COP(=O)(c1ccc(N(C)C)cc1)C(Nc1ccccc1)c1ccccc1 (stereo not drawn) | -20 | i | -0.3 | i | i | i | i | -2 | 11 | 13 | i
Cc1ccc(CN2C(=O)C(CC(C)C)Nc3ncnc(N4CCN(c5ccccn5)CC4)c32)cc1 (stereo not drawn) | . | i | 0.6 | i | i | i | i | . | 25 | 13 | i
O=[N+]([O-])c1ccc(N/N=C\c2ccccc2OCc2ccccc2)cc1 | -10 | i | -0.1 | i | i | i | i | 6 | 2 | -2 | i
CCOC(=O)c1c(C)c[nH]c1C | -16 | i | -0.3 | i | i | i | i | 3 | -7 | -2 | i
Cc1ccc(C)c(-n2c(-c3csc(C)c3)n[nH]c2=S)c1 | -12 | i | -0.3 | i | i | i | i | -2 | . | 15 | i
Cc1ccc(CNS(=O)(=O)NCc2ccccc2F)cc1 | -6 | i | -0.2 | i | i | i | i | -2 | 8 | 4 | i
CCc1ccc(OCc2n[nH]c(=S)n2Cc2ccccc2)cc1 | -27 | i | 0.6 | i | i | i | i | -1 | 2 | 5 | i
COc1ccc(S(=O)(=O)N(C)C)cc1NC(=O)CN1C(=O)NC2(CCCC2)C1=O | 1 | i | -1.7 | i | i | i | i | 7 | 0 | 19 | i
CC1=NN(C(=O)COc2ccc(C)c(C)c2)C(O)(c2ccccc2)C1 (stereo not drawn) | 25 | i | -0.4 | i | i | i | i | 12 | 4 | 8 | i
COc1cccc(-c2cc(C(=O)N3CCN(S(=O)(=O)c4ccc(Br)cc4)CC3)[nH]n2)c1 | -49 | i | 0.3 | i | i | i | i | -1 | 0 | -38 | i
C=CCOc1ccc(-c2nc3c(c(=O)[nH]c(=O)n3CCC)n2CCCC)cc1 | 3 | i | -0.2 | i | i | i | i | 5 | 22 | 21 | i
Cn1c(NC(=O)c2ccccc2Br)cc(=O)n(C)c1=O | 16 | i | -0.1 | i | i | i | i | -8 | -4 | -3 | i
O=C(O)C1CCN(C(=O)c2cccc3ccccc23)CC1 | -6 | i | -0.5 | i | i | i | i | -1 | -5 | 14 | i
Cc1cc2ncc(-c3ccc(Cl)cc3)c(N)n2n1 | -109 | i | 2.8 | i | i | i | i | -3 | -1 | -117 | i
COc1ccc(S(=O)(=O)NC2(C(F)(F)F)N=C3SCCN3C2=O)cc1 (stereo not drawn) | -8 | i | -2.1 | i | i | i | i | 4 | 0 | 3 | i
O=C(O)COc1cccc2ccccc12 | 3 | i | -0.2 | i | i | i | i | 4 | -10 | -65 | i
CCN(CC)C(=O)CSc1nnc2nnc3cc(Cl)ccc3n12 | 6 | i | 0.1 | i | i | i | i | 21 | 15 | 33 | i
O=C(NCCN1CCCOC1=O)C(=O)NCCN1CCCOC1=O | -21 | i | -0.1 | i | i | i | i | 3 | 9 | -1 | i
CC(C)c1ccc(OCC(=O)NCc2ccccc2)cc1 | -52 | i | 0.6 | i | i | i | i | -2 | 3 | 6 | i
C/C(CC(=O)NCc1ccco1)=N\NC(=O)Cc1ccc(Cl)cc1 | 23 | i | -0.3 | i | i | i | i | -1 | 0 | 11 | i
Cc1cc(Cl)ccc1NC(=S)NCc1ccccc1Cl | -4 | i | 0.5 | i | i | i | i | -10 | 9 | 6 | i
C=CCOc1ccc(/C=C/C(=O)OCC(=O)NCC(=O)Nc2c(C)cc(C)cc2C)cc1 | . | i | -14 | i | i | i | i | . | -4 | -4 | i
Cc1cccc(C)c1NC(=O)CNC(=O)Cc1c[nH]c2ccccc12 | . | i | 0.2 | i | i | i | i | . | 4 | 16 | i
Cn1c(=O)c2c(nc(NCCCN3CCOCC3)n2Cc2cccc(Cl)c2)n(C)c1=O | -33 | i | 0.3 | i | i | i | i | -2 | -8 | 6 | i
CCCCCCCNC(=O)C1(CC2CC(c3cccc(Br)c3)=NO2)CCN(C(=O)c2cc(OCC)c(OCC)c(OCC)c2)CC1 (stereo not drawn) | . | i | 0.0 | i | i | i | i | . | 22 | 27 | i
Cc1cccc(C)c1NC(=O)Cn1nnnc1N | -9 | i | -0.2 | i | i | i | i | 0 | -1 | -9 | i
CSc1nc(N)nc(SCC(=O)Nc2cccc(F)c2)c1C#N | -19 | i | 0.2 | i | i | i | i | 8 | 2 | -73 | i
Cc1ccc(CSc2nc(-c3ccccc3)c(C#N)c(=O)[nH]2)cc1 | -13 | i | 2.3 | i | i | i | -6* | -3 | 44 | 10 | i
COc1ccc(N2CCN(C(=O)COC(=O)CNC(=O)c3ccc(C)cc3)CC2)cc1 | . | i | -1.0 | i | i | i | i | . | -7 | 21 | i
O=C(COc1ccccc1[N+](=O)[O-])Nc1cc(Cl)ccc1C(=O)O | 5 | i | -0.1 | i | i | i | i | 2 | 17 | -3 | i
C/C(=N\NC(=O)C1CC1)c1ccc(Cl)cc1 | -23 | i | -0.6 | i | i | i | i | 1 | -1 | 12 | i
CCn1nnc2sc3c(c2c1=O)CCC(C)C3 (stereo not drawn) | -21 | i | 1.9 | i | i | i | i | 4 | 3 | -57 | i
COc1ccc(Br)cc1CN(C)CC(=O)Nc1c(Cl)cccc1Cl | -36 | i | -0.4 | i | i | i | i | -2 | 11 | 4 | i
CCOc1ccc(C(=O)NC2CCN(C(=S)NCc3ccco3)CC2)cc1 | 15 | i | -0.6 | i | i | i | i | 0 | 21 | -34 | i
COc1cccc(CNC(=O)Cc2ccc(OC)c(S(=O)(=O)N3CCOCC3)c2)c1 | . | i | 0.2 | i | i | i | i | . | -6 | 18 | i

Whole records as entered above. Screens in order: KLF5 inh, MrgX1 antagonist, HIF act, TRPC4 agonist, TRPC6 activator, TRPC4 PAM, TRPC4 block, IEC-6 tox, SKKanGAS inh, aSyn 5UTR inh, TRPC6 inh
COc1ccc(N2CCN(C(=O)COC(=O)CNC(=O)c3ccc(C)cc3)CC2)cc1 is listed as ., i, -1.0, i, i, i, i, ., -7, 21, i
Cc1cccc(C)c1NC(=O)Cn1nnnc1N is listed as -9, i, -0.2, i, i, i, i, 0, -1, -9, i
CCn1nnc2sc3c(c2c1=O)CCC(C)C3 (stereo not drawn) is listed as -21, i, 1.9, i, i, i, i, 4, 3, -57, i
Cc1ccc(CSc2nc(-c3ccccc3)c(C#N)c(=O)[nH]2)cc1 is listed as -13, i, 2.3, i, i, i, -6*, -3, 44, 10, i
O=C(COc1ccccc1[N+](=O)[O-])Nc1cc(Cl)ccc1C(=O)O is listed as 5, i, -0.1, i, i, i, i, 2, 17, -3, i

Next section.
SMILES | KLF5 inh | MrgX1 antagonist | HIF act | TRPC4 agonist | TRPC6 activator | TRPC4 PAM | TRPC4 block | IEC-6 tox | SKKanGAS inh | aSyn 5UTR inh | TRPC6 inh
O=C(c1ccc(Cn2cc(Br)cn2)cc1)N1CCN(c2ccccc2)CC1 | 13 | i | 0.5 | i | i | i | i | 0 | 7 | -11 | i
CCCCCC(=O)Nc1c(-c2ccc(OC)cc2)c(=O)c2ccccc2n1C | -19 | i | -0.5 | i | i | i | i | 4 | 4 | 19 | i
CCSc1ncnc2sc3c(c12)CCC3 | 4 | i | -0.3 | i | i | i | i | -2 | 2 | 6 | i
CCNc1nc(Cl)nc(N(NC(C)=O)C(C)C)n1 | -40 | i | 0.2 | i | i | i | i | -1 | 3 | -21 | i
Cc1cccc(C(=O)NCC(c2ccco2)N2CCc3ccccc32)c1 (stereo not drawn) | . | i | -0.5 | i | i | i | i | . | 4 | 1 | i
CC(=O)Nc1cc(S(=O)(=O)Nc2cccc(C)c2)c(C)cc1C | 13 | i | -0.3 | i | i | i | i | 9 | 2 | -24 | i
Cc1ccc(S(=O)(=O)/N=C(/Nc2ccc3[nH]c(=O)[nH]c3c2)c2ccccc2)cc1 | -6 | i | -0.1 | i | i | i | i | 3 | -5 | 16 | i
CC1CCN(CCCNC(=O)c2n[nH]c(=O)c3ccccc23)CC1 | -3 | i | 0.0 | i | i | i | i | 1 | -1 | 10 | i
Cn1c(=O)n(C)c2cc([N+](=O)[O-])c(N3CCN(C(=O)c4cccc(F)c4)CC3)cc21 | -5 | i | -1.2 | i | i | i | i | 7 | 1 | 20 | i
COCCNC(=O)C1CCC(CNS(=O)(=O)c2cccc3nsnc23)CC1 (stereo not drawn) | -19 | i | 0.0 | i | i | i | i | 4 | -6 | 0 | i

Compound activity as filed in PubChem.
